MITF inh – human MITF inhibition, primary screen. inhibition, % at 2.6 µM. O75030. hit rate 0.91% among 650,000. AlphaScreen MITF homodimerization, bead proximity signal; in the data active = inhibition above about 50%;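 note: 0% = vehicle wells with protein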
GPR151 ag – activators of human GPR151; hit rate 1% among 650,000; Q8TDV0; activation, % at 11.2 µM; PathHunter beta-arrestin GPR151 cells, luminescence; in the data active = activation above about 4.9%;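 note: 0% = median of compound wells and 100% = cells with positive control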
Target sequence (Q8TDV0 whole entry, looked up): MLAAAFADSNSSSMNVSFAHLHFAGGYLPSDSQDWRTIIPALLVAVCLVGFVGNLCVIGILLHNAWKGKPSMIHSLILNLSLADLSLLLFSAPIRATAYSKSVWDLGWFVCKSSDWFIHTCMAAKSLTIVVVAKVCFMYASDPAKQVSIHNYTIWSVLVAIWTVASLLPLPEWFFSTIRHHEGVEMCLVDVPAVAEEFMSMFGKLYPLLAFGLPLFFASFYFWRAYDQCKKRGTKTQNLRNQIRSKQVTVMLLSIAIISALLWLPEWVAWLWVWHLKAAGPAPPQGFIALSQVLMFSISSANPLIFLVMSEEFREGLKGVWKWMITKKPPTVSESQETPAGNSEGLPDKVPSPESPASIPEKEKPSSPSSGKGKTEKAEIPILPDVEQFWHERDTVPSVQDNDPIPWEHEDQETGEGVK
TEAD-YAP block – TEAD-YAP interaction inhibition | HEK-TIYL cells, TEAD-Gal4/YAP UAS-luciferase luminescence | inhibition, % at 9.12 µM | hit rate 1.4% among 640,000; in the data active = inhibition above about 32%;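 note: 0% = median of test compound wells and 100% = reference inhibitor wells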
FBW7 activator – activators of human E3 ligase FBW7 | Q969H0 | AlphaScreen FBW7–phospho-cyclin E peptide binding, activator screen | normalized activity (activation), % at 26.1 µM | hit rate 0.13% among 650,000 | AID 1259310; in the data active = normalized activity above about 1.9%;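 note: purified mutant Fbw7 with reduced substrate affinity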
Target sequence (Q969H0 whole entry, looked up): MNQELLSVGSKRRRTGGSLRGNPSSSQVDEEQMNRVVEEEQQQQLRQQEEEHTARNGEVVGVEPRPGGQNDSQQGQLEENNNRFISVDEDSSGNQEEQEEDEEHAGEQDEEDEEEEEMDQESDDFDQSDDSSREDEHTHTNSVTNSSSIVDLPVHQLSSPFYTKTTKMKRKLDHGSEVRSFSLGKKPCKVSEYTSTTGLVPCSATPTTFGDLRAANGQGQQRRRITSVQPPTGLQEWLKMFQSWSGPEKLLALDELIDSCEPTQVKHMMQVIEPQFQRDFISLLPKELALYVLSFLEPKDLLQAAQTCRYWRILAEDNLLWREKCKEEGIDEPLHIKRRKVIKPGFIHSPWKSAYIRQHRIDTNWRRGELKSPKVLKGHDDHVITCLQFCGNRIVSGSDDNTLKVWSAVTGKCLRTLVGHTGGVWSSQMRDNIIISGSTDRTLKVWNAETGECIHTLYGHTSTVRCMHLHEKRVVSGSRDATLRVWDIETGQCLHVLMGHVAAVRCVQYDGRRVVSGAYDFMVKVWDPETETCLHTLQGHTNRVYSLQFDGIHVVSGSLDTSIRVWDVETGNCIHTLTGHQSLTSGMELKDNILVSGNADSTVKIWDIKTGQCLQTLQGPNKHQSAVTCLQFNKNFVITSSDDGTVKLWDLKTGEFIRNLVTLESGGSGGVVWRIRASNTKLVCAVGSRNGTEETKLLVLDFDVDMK
The depositor's hits bear a star.

Field names: A = MITF inh; B = GPR151 ag; C = TEAD-YAP block; D = FBW7 activator
COC(=O)c1ccccc1NC(=O)c1ccc(NC(=O)C2CCCO2)cc1 (stereo not drawn)
  A: 7.2	B: 2.6	C: 4.1	D: -0.1
COCCO[C@H]1[C@H](NC(=O)C(C)C)c2ccccc2C12CCN(Cc1ccccn1)CC2
  A: 9.8	B: 1.0	C: 9.8	D: 0.3
COC(=O)Cn1c(=O)c2c(nc3n(-c4ccc(C)cc4)c(C)cn23)n(C)c1=O
  A: 2.2	B: 1.2	C: 3.5	D: 0.3
NC(C(=O)N1CCN(C(=O)c2ccc3[nH]ncc3c2)CC1)c1ccc(-c2ccccc2)cc1 (stereo not drawn)
  A: 28.0	B: -1.1	C: -9.0	D: -0.2
CCOc1ccccc1Nc1nnc(Cc2ccccc2)c(=O)[nH]1
  A: 9.5	B: 0.1	C: 14.4	D: 0.0
Cc1cccc(OCC(O)CNC2CCCC2)c1 (stereo not drawn)
  A: -5.3	B: 1.4	C: 12.6	D: -0.2
COc1ccc(NC(=O)CN(c2cc([N+](=O)[O-])ccc2OC)S(C)(=O)=O)cc1OC
  A: -2.6	B: -0.2	C: -3.8	D: 0.0
COc1ccc(C(=O)N/C(=C\c2cccc([N+](=O)[O-])c2)C(=O)Nc2ccc(Br)cc2)cc1Br
  A: 11.7	B: 0.7	C: 8.7	D: 0.1
Cc1ccc(N2C(=O)c3cccc4c([N+](=O)[O-])ccc(c34)C2=O)cc1
  A: 14.5	B: -1.9	C: 4.8	D: -0.1
COc1cc(/C=N\NC(=O)Cc2cccs2)ccc1O
  A: 4.7	B: -1.3	C: -22.2	D: 0.1
CCOC(=O)c1ccc(N/C=C/C(=O)c2ccc(C)cc2)cc1
  A: 0.9	B: -0.1	C: 7.4	D: 1.1
O=C(NCC(O)c1ccc(Cl)cc1)c1cn(-c2cc3cn[nH]c3cc2F)nn1 (stereo not drawn)
  A: 21.7	B: 0.6	C: -2.8	D: 0.0
CCCCNC(=O)/C(=C/c1ccc(Cl)cc1)NC(=O)c1ccco1
  A: -16.8	B: -2.2	C: -2.5	D: -0.1
COc1cccc(CC(C2CCN(C(=O)c3cn[nH]c3)CC2)N(C)Cc2ccncc2)c1 (stereo not drawn)
  A: 0.9	B: -0.4	C: -7.1	D: -0.1
CC(=O)Nc1cccc(Oc2ncnc3scc(-c4ccc(C(C)C)cc4)c23)c1
  A: 30.0	B: 0.9	C: 6.0	D: 0.0
Nc1ccc(Cl)c(-c2nc3ccccc3o2)c1
  A: -4.1	B: -0.1	C: -7.9	D: -0.6
COc1cc(/C=C2/C(=N)N3N=C(CC(C)C)SC3=NC2=O)ccc1OCCOc1ccc(C)c(C)c1
  A: 1.4	B: -1.6	C: -0.4	D: -0.1
CCN1CCN(C(=O)CN(C)S(=O)(=O)c2cc(C)ccc2OC)CC1
  A: 14.6	B: 1.0	C: 4.7	D: 0.1
COc1cccc(CNC(=O)Nc2ccc(-c3cn[nH]c3)cc2OCCN)c1
  A: 4.7	B: -0.7	C: 7.9	D: 0.0
Cc1ccc(NC(=O)C(=O)NCC(C)O)cc1Cl (stereo not drawn)
  A: -8.3	B: -0.4	C: -41.0	D: 0.3
Cc1ccc2c(c1)CC(c1nc3ccc(-c4cn[nH]c4)cc3s1)CO2 (stereo not drawn)
  A: 31.4	B: -0.1	C: 10.8	D: 0.3
CCOC(=O)c1cc(-c2nnc(-c3ccc(Cl)cc3)o2)c(C)nc1C
  A: 1.0	B: 1.4	C: 0.0	D: 0.0
Cc1cc(Cl)ccc1-n1c(/C=C/c2cccc3ccccc23)nc2ccccc2c1=O
  A: 7.1	B: 0.1	C: -9.5	D: -0.1
O=[N+]([O-])c1ccc(N2CCOCC2)cc1N1CCOCC1
  A: 4.3	B: 0.0	C: 15.8	D: 0.2
CS(=O)(=O)N(CC(=O)Nc1cccc(F)c1)c1ccccc1F
  A: -4.2	B: 4.7	C: -1.4	D: 0.5
CCOC(=O)c1cc2c(n(-c3ccc(C)cc3)c1=O)CCCC2=O
  A: 12.7	B: -1.1	C: -4.8	D: 0.2
Cc1cc(NCCCN2CCCC2=O)nc(Cl)n1
  A: 5.6	B: 0.6	C: 9.9	D: 0.0
CSc1ccccc1NC(=O)c1nn2c(C(F)(F)F)cc(-c3ccc(Br)o3)nc2c1Br
  A: 0.7	B: -1.1	C: 2.8	D: 0.0
COC(=O)c1cccc(NS(C)(=O)=O)c1C
  A: 17.8	B: 0.4	C: -7.3	D: 0.0
O=c1oc2ccccc2c2c1nnn2C1CCCCC1
  A: -3.1	B: 0.6	C: 3.0	D: 0.1
CCCOC(=O)C(C)Oc1ccc2c(=O)c(Oc3cccc(C)c3)c(C(F)(F)F)oc2c1 (stereo not drawn)
  A: -1.6	B: 1.2	C: 8.4	D: 0.0
COc1ccc(NC(=O)c2cccc(NC3=NC4CS(=O)(=O)CC4S3)c2)c(OC)c1 (stereo not drawn)
  A: -4.2	B: -0.4	C: 5.2	D: 0.6
CC(NC(N)=O)C(=O)Nc1cccc(S(=O)(=O)Nc2cccc(C(F)(F)F)c2)c1 (stereo not drawn)
  A: -1.3	B: 1.3	C: 4.3	D: -0.1
COC(=O)C1=C(C(=O)OC)SC(=C2C(=S)C(C)(C)N(C(=O)c3ccc4c(c3)OCO4)c3ccc(OC)cc32)S1
  A: 7.8	B: -0.8	C: 3.2	D: 0.2
CC(C)NCCOCCOc1cccc(Cl)c1
  A: 41.5	B: 8.4*	C: 5.5	D: 0.0
COc1nc(N(C)C)nc(N(C)c2cc(Cl)cc(Cl)c2)n1
  A: 0.9	B: -1.5	C: 1.2	D: 0.0
COc1ccccc1CC(=O)N1CCC(c2c(S(C)(=O)=O)cnc3ncnn23)CC1
  A: 3.0	B: 0.6	C: 15.0	D: 0.5
CN(C)CCCN1C(=O)C(=O)/C(=C(\O)c2ccc(F)cc2)C1c1ccccc1F (stereo not drawn)
  A: 10.3	B: 0.6	C: -4.1	D: 0.1
Cn1cc(-c2cc(Nc3ccc(N4CCOCC4)cc3)ncc2Cl)cn1
  A: 5.2	B: -1.2	C: 8.2	D: -0.1
O=C(NCc1ccncc1)Nc1cccc(Cl)c1
  A: 16.1	B: -0.6	C: 0.5	D: 0.3
CCOC(=O)c1c(NC(=O)CSc2cn(Cc3ccc(Cl)cc3)c3ccccc23)sc2c1CCC2
  A: 10.5	B: 0.1	C: 9.1	D: 0.0
COc1ccc(CC(=O)NNC(=O)CSc2ccc(C)cc2)cc1
  A: 3.0	B: 0.3	C: 6.3	D: 0.1
CC(=O)NNC(=O)CSc1nnc(-c2ccccc2)c(-c2ccccc2)n1
  A: 1.2	B: 0.2	C: -7.7	D: -0.1
COc1cc2oc(=O)cc(C)c2cc1OCC(O)CN1CCOCC1 (stereo not drawn)
  A: -17.3	B: 2.3	C: 3.0	D: 0.0
CCOC(=O)CNC(=O)CSc1ccc2nnc(-c3ccc(F)cc3)n2n1
  A: 8.9	B: -0.5	C: 9.1	D: 0.2
CCc1ccc(OCC(O)CNC(C)c2ccccc2)cc1 (stereo not drawn)
  A: 11.9	B: 2.3	C: -0.6	D: 0.0
COc1ccc(C)c2sc(N3CCCC3)nc12
  A: 6.2	B: -0.7	C: 1.7	D: 0.1
COC(=O)C1C(c2cccc(OC)c2)n2nc(C(F)(F)F)nc2NC1(C)O (stereo not drawn)
  A: -9.2	B: 0.2	C: 1.0	D: 0.0
O=C(NC1CCCCC1)N1CCCC(N2CCN(Cc3ccc4c(c3)OCO4)CC2)C1 (stereo not drawn)
  A: -4.2	B: 0.6	C: 9.6	D: -0.2
CCCOc1ccc(C2c3c(-c4ccccc4O)n[nH]c3C(=O)N2CCCO)cc1 (stereo not drawn)
  A: -4.8	B: -0.8	C: 5.6	D: 0.2
CCSc1nnc(NC(=O)CCc2ccccc2)s1
  A: 8.7	B: -0.8	C: -3.7	D: 0.0
Cn1c(CNC(=O)c2cccs2)nnc1SCC(=O)N1N=C(c2cccs2)CC1c1ccc(F)cc1 (stereo not drawn)
  A: 6.9	B: 0.5	C: 1.8	D: 0.2
Cc1ccc(C)n1-n1cnc2scc(-c3cccs3)c2c1=O
  A: 0.8	B: 1.7	C: -1.8	D: 0.1
CC(=O)c1cccc(NC(=O)CSc2nnc(Nc3ccc(C)cc3)s2)c1
  A: 16.1	B: 2.2	C: -15.0	D: 0.1
O=C(Nc1ccc(Cl)cc1)Nc1nnc(N2CCCCCC2)s1
  A: 3.9	B: 0.6	C: -15.5	D: 0.0
CCOc1ccc(N(C(C)C(=O)NCC2CCCO2)S(C)(=O)=O)cc1 (stereo not drawn)
  A: 7.5	B: -1.1	C: 1.5	D: 0.1
N#Cc1ccc(Oc2ccc(NC(=O)c3cccs3)cc2)cc1
  A: 10.9	B: 0.4	C: 10.3	D: 0.1
Cc1ccc(/C=N/N=C2\NC(=O)C(CC(=O)O)S2)cc1 (stereo not drawn)
  A: 16.6	B: -1.1	C: 11.2	D: 0.1
COc1ccccc1C(Nc1ccccn1)c1c(NC(=O)c2ccco2)sc(C)c1C (stereo not drawn)
  A: 6.3	B: -1.2	C: -41.9	D: 0.2
COc1ccc(CN2CCN(Cc3cccc4c3OCO4)CC2CCO)c(F)c1 (stereo not drawn)
  A: 4.9	B: 0.2	C: 14.1	D: 0.0

Reprinted from the results shown, 2 compounds:
Field names: A = MITF inh; B = GPR151 ag; C = TEAD-YAP block; D = FBW7 activator
COc1ccccc1C(Nc1ccccn1)c1c(NC(=O)c2ccco2)sc(C)c1C (stereo not drawn)
  A: 6.3	B: -1.2	C: -41.9	D: 0.2
COc1ccc(CN2CCN(Cc3cccc4c3OCO4)CC2CCO)c(F)c1 (stereo not drawn)
  A: 4.9	B: 0.2	C: 14.1	D: 0.0

A few values from above:
MITF inh with Cc1cc(Cl)ccc1-n1c(/C=C/c2cccc3ccccc23)nc2ccccc2c1=O → 7.1
TEAD-YAP block with COc1nc(N(C)C)nc(N(C)c2cc(Cl)cc(Cl)c2)n1 → 1.2
MITF inh with CCOC(=O)c1ccc(N/C=C/C(=O)c2ccc(C)cc2)cc1 → 0.9

The main list resumes with the two entries that preceded the break.
Field names: A = MITF inh; B = GPR151 ag; C = TEAD-YAP block; D = FBW7 activator
COc1ccccc1C(Nc1ccccn1)c1c(NC(=O)c2ccco2)sc(C)c1C (stereo not drawn)
  A: 6.3	B: -1.2	C: -41.9	D: 0.2
COc1ccc(CN2CCN(Cc3cccc4c3OCO4)CC2CCO)c(F)c1 (stereo not drawn)
  A: 4.9	B: 0.2	C: 14.1	D: 0.0
COc1ccc(CN(C)CC(=O)N2CCc3ccccc32)cc1OC
  A: 0.1	B: -1.4	C: 2.4	D: -0.1
O=C(Nc1ccccc1Cl)c1c(O)c2c([nH]c1=O)CCCC2
  A: 0.0	B: -1.3	C: -4.1	D: 0.0
O=C(Nc1ccc(S(=O)(=O)Nc2ncccn2)cc1)c1cccs1
  A: 1.4	B: 0.2	C: -2.0	D: 0.3
COCCOc1ccc(C(F)(F)F)cc1NC(=O)COC(=O)c1cc(Cl)ccc1N
  A: -3.1	B: 1.4	C: -14.8	D: 0.0
COc1ccc(C)cc1NC(=O)CN(Cc1ccccc1)S(=O)(=O)c1ccc(C)cc1
  A: -3.3	B: -0.8	C: 3.8	D: 0.2
CCN(Cc1ccccc1)C(=O)CN(C)S(=O)(=O)c1ccc2[nH]c3c(c2c1)CCCC3
  A: 14.2	B: -2.2	C: -4.4	D: 0.1
Cc1cc(C(=O)Nc2ccc(N3CCCS3(=O)=O)cc2)c(C)o1
  A: -9.9	B: -5.7	C: -36.3	D: -0.1
COc1ccccc1CNCCN(C)C
  A: 14.2	B: -0.6	C: 1.6	D: -0.1
COc1cc(C(=O)NC(=S)Nc2ccc(C(=O)O)cc2)cc(OC)c1OC
  A: -15.0	B: -1.3	C: 2.5	D: 0.0
CN(C)c1cc(NCCN2CCOCC2)c2c3c(onc13)-c1ccccc1C2=O
  A: 17.1	B: -0.6	C: -3.3	D: -0.3
COc1ccc(C(C(=O)NC(C)(C)C)N(C(=O)c2csnn2)c2ccccc2C)cc1 (stereo not drawn)
  A: 13.4	B: 0.1	C: -1.2	D: 0.0
CN1C(=O)/C(=C/c2cccc(O)c2)SC1=S
  A: 5.1	B: -0.4	C: -10.9	D: 0.0
COc1cc(/C=C(\C#N)C(=O)Nc2ccc([N+](=O)[O-])cc2Cl)ccc1OC(C)=O
  A: -1.4	B: 0.1	C: 1.9	D: 0.0
CCCc1ccc(-c2ccc(C(=O)Oc3ccccc3F)cc2)nc1
  A: 11.2	B: 4.6	C: 55.3*	D: 0.2
CC1(C)Cc2c(sc3nc(SCc4ccccc4)n(-c4ccc(Br)cc4)c(=O)c23)CO1
  A: -7.8	B: 0.6	C: -1.3	D: -0.1
CN(c1ccccc1)c1nc(N)c(C#N)c(CC#N)c1C#N
  A: 3.2	B: 0.3	C: 0.1	D: 0.1
CC(C)NC(=O)CSc1nc(N)c(C(=O)Nc2ccccc2)c(-c2ccncc2)c1C#N
  A: 22.4	B: 0.2	C: 5.2	D: 1.5
Cc1cc(C)cc(C(=O)Nc2c3c(nn2-c2ccc([N+](=O)[O-])cc2)CS(=O)(=O)C3)c1
  A: -12.9	B: -1.0	C: 0.7	D: 0.1
CC[C@H](C)[C@@H]1NC(=O)[C@@H]2C[C@H](NC(=O)Nc3cc(C)cc(C)c3)CN2C1=O
  A: -9.1	B: -0.2	C: 2.4	D: 0.0
CC(=O)c1ccc(NC(=O)c2ccc(C(C)C)cc2)cc1
  A: -11.4	B: -1.6	C: -60.3	D: -0.1

Among those listed so far, 2 contain a COOH group:
Field names: A = MITF inh; B = GPR151 ag; C = TEAD-YAP block; D = FBW7 activator
Cc1ccc(/C=N/N=C2\NC(=O)C(CC(=O)O)S2)cc1 (stereo not drawn)
  A: 16.6	B: -1.1	C: 11.2	D: 0.1
COc1cc(C(=O)NC(=S)Nc2ccc(C(=O)O)cc2)cc(OC)c1OC
  A: -15.0	B: -1.3	C: 2.5	D: 0.0

Screening data from PubChem.
